Mtb UGM inh: Mtb UDP-galactopyranose mutase inhibition. P9WIQ1. purified UGM, fluorescence polarization probe displacement. AID 504406. actives 0.06% (n = 320,000). inhibition, % at 10 µM; in the data active = inhibition above about 10%, passing the limit was not always enough; inconclusive = no clear call, values can overlap the other calls
Target sequence (P9WIQ1 whole entry, looked up): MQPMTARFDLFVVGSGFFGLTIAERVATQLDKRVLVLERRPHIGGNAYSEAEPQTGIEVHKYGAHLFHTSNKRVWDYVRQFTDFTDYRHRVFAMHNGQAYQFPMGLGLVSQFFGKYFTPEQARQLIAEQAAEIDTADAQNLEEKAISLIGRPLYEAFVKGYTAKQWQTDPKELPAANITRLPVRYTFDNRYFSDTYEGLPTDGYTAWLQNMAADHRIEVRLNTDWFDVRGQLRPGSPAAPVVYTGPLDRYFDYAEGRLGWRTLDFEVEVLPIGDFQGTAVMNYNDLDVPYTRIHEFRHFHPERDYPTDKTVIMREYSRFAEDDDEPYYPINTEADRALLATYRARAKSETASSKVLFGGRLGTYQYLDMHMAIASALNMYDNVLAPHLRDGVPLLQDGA
Mtb FBA inh: inhibits M. tuberculosis FBA enzyme; purified M. tuberculosis FBA, fluorescence read-out; inhibition, % at 1 µM; AID 588726; actives 2.3% (n = 360,000); in the data active = inhibition above about 27%;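 note: 0% = vehicle and 100% = reference inhibitor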
Target sequence (P9WQA3 whole entry, looked up): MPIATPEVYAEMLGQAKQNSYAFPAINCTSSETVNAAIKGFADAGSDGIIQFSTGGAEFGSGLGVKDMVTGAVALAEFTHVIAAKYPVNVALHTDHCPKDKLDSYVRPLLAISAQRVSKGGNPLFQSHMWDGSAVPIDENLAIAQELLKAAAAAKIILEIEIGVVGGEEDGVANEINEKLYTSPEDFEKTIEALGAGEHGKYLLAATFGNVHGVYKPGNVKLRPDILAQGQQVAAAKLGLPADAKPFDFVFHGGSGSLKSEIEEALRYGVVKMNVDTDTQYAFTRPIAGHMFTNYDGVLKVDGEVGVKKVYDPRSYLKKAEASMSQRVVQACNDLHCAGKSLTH
GDH-TPI inh: GDH-TPI coupled enzyme inhibition counter-screen; actives 1.2% (n = 360,000); inhibition, % at 4.8 µM; GDH-TPI coupled enzyme counterscreen, NADH absorbance;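 note: 0% = DMSO wells and 100% = wells lacking the enzyme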
FadD28 FP inh: blocks FadD28 binding to the bisubstrate probe | fluorescence polarization | inhibition, % at 12.5 µM | actives 0.22% (n = 360,000) | AID 588549; in the data active = inhibition above about 8.5%, passing the limit was not always enough; inconclusive = no clear call, values can overlap the other calls
CCHF vOTU inh: CCHFV vOTU protease inhibition | actives 0.55% (n = 370,000) | Pep-AMC fluorescence | inhibition, % at 11.5 µM; note: 0% = vehicle wells with enzyme and 100% = no enzyme wells
BoNT F protease: blocks Botulinum neurotoxin F light chain protease; Multiplex microsphere protease cleavage assay, flow cytometry; inhibition, % at 10 µM; AID 588497; actives 0.22% (n = 360,000); in the data active = inhibition above about 35%, passing the limit was not always enough; inconclusive = no clear call, values can overlap the other calls; note: plate controls were buffer without enzyme for full effect and enzyme alone for no effect
BoNT A protease: blocks Botulinum neurotoxin A light chain protease; multiplex microsphere protease substrate cleavage, flow cytometry; inhibition, % at 10 µM; actives 0.17% (n = 360,000); AID 588499; in the data active = inhibition above about 30%; inconclusive = no clear call, values can overlap the other calls; note: plate controls were buffer without enzyme for full effect and enzyme alone for no effect
Mtb BioA inh: BioA (M. tuberculosis) enzyme inhibition; actives 0.096% (n = 360,000); AID 602481; purified M. tuberculosis BioA enzyme, plate reader; inhibition, % at 9.99 µM; in the data active = inhibition above about 40%; inconclusive = no clear call, values can overlap the other calls
PrPC surface inh: inhibitors of human cell surface prion protein PrPC | P04156 | TR-FRET read-out | inhibition, % at 13.8 µM | actives 0.43% (n = 370,000); in the data active = inhibition above about 24%; note: 0% = median of the test wells and 100% = reference compound wells
The depositor's hits bear a star; ? = inconclusive; nt = no result given. Cut-off read from the data, not from the text of the source, unless noted: active = inhibition above about 30%; inactive = the rest. Compounds were not picked by outcome; overall some 4.8% were active at least once.

Compound,Mtb UGM inh,Mtb FBA inh,GDH-TPI inh,FadD28 FP inh,CCHF vOTU inh,BoNT F protease,BoNT A protease,Mtb BioA inh,PrPC surface inh
CCCC(=O)n1nc(-c2ccco2)nc1N,-1.7,2.2,8.6,-2.1,-2.7,2.7,-0.5,nt,-4.4
COc1cccc(C(=O)N2CCN(S(=O)(=O)Cc3ccccc3)CC2)c1OC,1.6,-0.2,0.5,-2.4,1.5,1.4,-2.0,-0.1,2.3
CCOC(=O)c1nn(-c2ccc(OCC)cc2)c2nc(-c3ccco3)c(C#N)c(=O)n12,-1.1,3.6,29.6,-0.9,-0.8,6.4,-0.7,-1.6,-0.2
Cc1ccccc1NC(=O)COC(=O)CCC(=O)c1cccs1,nt,-1.7,3.8,-0.6,-2.8,-5.1,1.0,1.7,-5.5
CC(=O)c1cnc(Oc2cc(Cl)ccc2Cl)nc1C,0.9,2.1,-11.8,1.7,-3.8,1.0,-3.7,0.0,-3.4
COc1cccc(C(=O)Oc2ccc(/C=N/Nc3ccc(C(=O)O)cc3)cc2OC)c1,-0.1,-1.3,16.1,4.1,17.0,-12.8,0.5,1.8,-6.0
O=C(/C=C/c1cccs1)N1CCC2(CC1)Oc1ccc(F)cc1C(=O)C21CC(c2ccccc2)=NO1 (configuration not stated),0.9,3.2,14.3,-1.9,2.6,-8.1,-0.4,1.7,0.9
Cc1cc(C(=O)Cn2nc(C(=O)O)c3ccccc3c2=O)c(C)n1C1CC1,-1.8,-1.6,15.8,-1.8,-3.8,-6.1,-0.9,nt,-1.1
O=C(Nc1cc(Cl)ccc1-n1cncn1)c1ccco1,-2.8,-0.9,-0.3,-4.0,-1.2,-2.7,-0.4,-2.0,-5.1
CCc1nc2c(OCc3ccc(C(F)(F)F)cc3)cccn2c1N(C)C(=O)CC(C)C,nt,-0.9,1.3,-2.0,17.7,0.4,-0.1,3.9,7.2
CC(=O)c1ccc(NC(=O)CSc2ccc3nnc(-c4cccnc4)n3n2)cc1,-0.3,-1.1,-5.9,-2.7,12.5,-0.9,-0.1,nt,-0.9
O=C(NCCCN1CCOCC1)c1ccc(NS(=O)(=O)c2ccccc2)cc1,-1.2,-2.0,-6.9,0.2,13.6,3.4,0.1,-3.6,-4.3
C=CCC[C@H](Cc1ccc(F)cc1)C(=O)OC[C@@H](NC(=O)[C@H](CC=C)CC(=O)NCCO)c1ccccc1,-1.9,-2.3,6.7,-4.8,9.1,-6.8,0.1,-2.4,1.1
Cc1cc2c(=O)n(Cc3ccco3)c(SCC(=O)c3ccc(Cl)s3)nc2s1,-0.7,-0.1,16.5,-2.6,-6.7,-3.4,-1.5,0.1,1.6
Cc1ccc2nc(-c3ccccc3)c(Cc3cccc(F)c3)n2c1,nt,nt,nt,nt,12.4,-2.0,-0.8,nt,1.9
O=C(NCc1ccc(F)c(F)c1)c1cccc2c(-c3cccnc3)coc12,nt,0.1,4.4,-7.7,-10.2,-2.7,0.4,6.2,9.8
O=C(Nc1ccccc1)/C(=C/c1ccc(F)cc1)NC(=O)c1ccco1,3.4,0.6,13.4,-2.5,14.5,-3.7,2.7,-0.4,4.0
CCC(C)n1c(-c2cccc(S(=O)(=O)N3CCOCC3)c2)n[nH]c1=S (configuration not stated),nt,1.6,-5.6,-2.9,-5.7,0.5,-2.3,0.3,-4.3
NS(=O)(=O)c1ccc(NC(=S)NC(=O)C2CCCCC2)cc1,4.2,-0.3,-6.0,-2.4,23.9,-1.3,-1.0,-0.1,8.2
O=C(NCCN1CCCC1)c1ccc2c(c1)N(Cc1ccc(F)cc1)C(=O)c1ccccc1S2=O (configuration not stated),0.3,1.5,5.8,-2.3,8.0,-1.5,0.3,-1.7,5.5
CCN(CC)c1ccc(NC(=O)CCN2C(=O)c3ccccc3S2(=O)=O)c(C)c1,-1.9,-1.5,-4.6,-3.7,17.5,-4.3,-0.3,-1.5,-8.3
OC(COCC1COc2ccccc2O1)CN1CCN(c2ccccc2F)CC1 (configuration not stated),-2.3,-0.8,0.8,-3.8,7.0,1.3,-0.3,1.2,-1.9
CCCN(CC1CC1)C(=O)Nc1ccccc1C,0.9,4.3,-8.3,-2.8,10.2,9.7,0.4,-0.8,-0.7
COc1ccccc1N1CCN(C(=O)Oc2ccccc2)CC1,1.5,3.0,-1.9,0.5,-1.2,-6.5,-1.0,2.4,4.4
CCN(CC)CCCNC(=O)Cn1cnc2ccc(S(=O)(=O)N3CCC(C)CC3)cc2c1=O,4.3,-0.2,9.8,-1.1,-4.4,3.2,0.5,nt,-4.4
O=C(CNS(=O)(=O)c1ccc(Br)cc1)NC1CCCC1,3.7,-0.7,3.0,-0.8,5.7,-8.1,-1.4,-0.1,3.0
c1cc2c(cc1N1CCCCC1)CNCc1cnnn1-2,nt,-2.8,nt,-4.3,0.8,-0.9,-0.8,-0.4,1.7
CC(C)(C)NC(=O)CN1C(=O)c2cccc3cccc1c23,nt,-3.8,9.8,-2.7,-3.4,2.9,0.2,-1.4,-4.5
CN(C(=O)c1cccc(NC(=O)Cc2cccc(NC(=O)C3CCN(C(=O)C4CCCCC4)CC3)c2)c1)C1CC1,nt,3.3,1.8,-1.9,-1.4,0.9,-0.2,-1.1,-4.0
O=C(O)Cn1c(=O)c2c3c(sc2n(Cc2ccc(F)cc2)c1=O)CCCC3,3.8,-3.6,-4.3,-0.7,7.4,33.8,-1.6,4.1,-1.0
O=C(O)CCn1c(SCCc2ccccc2)nc2ccccc21,1.8,-1.2,4.4,-1.2,6.0,nt,nt,nt,10.1
CCCNC(=O)NC1C(NC(=O)NCCC)N(C)C(=O)N1C (configuration not stated),-1.9,-1.3,1.9,-2.0,7.5,-1.3,-0.2,-2.2,3.5
CCO[C@@H]1OC(C(=O)N2CCN(Cc3ccc4c(c3)OCO4)CC2)=C[C@H](c2ccc(Br)cc2)[C@H]1CCCO,2.3,0.6,2.6,-6.9,11.6,0.2,0.1,-0.6,11.3
O=C(CCC1CCCN(C(=O)c2cc(C3CC3)[nH]n2)C1)N1CCN(c2ccccn2)CC1 (configuration not stated),2.7,4.9,2.8,-1.2,-12.4,-0.6,-0.5,nt,-3.7
CC(=O)Nc1sc(C)c(C)c1CN1CCN(S(=O)(=O)c2ccccc2)CC1,1.0,0.2,-7.4,-1.5,2.5,-2.4,-0.1,-0.2,5.7
Cc1ccnc(NC(=O)c2ccc(Cl)c(S(=O)(=O)N3CCCCC3)c2)c1,0.4,-0.5,4.6,-0.2,5.3,-2.4,1.3,0.0,0.3
Cn1c(=O)c2cc(NC(=O)Cc3ccccc3F)ccc2n1Cc1ccc(Cl)cc1,nt,132.7*,4.5,-3.7,-65.6,0.2,0.0,0.1,11.5
CCn1c(=N)n(CC(O)c2ccccc2)c2ccccc21 (configuration not stated),-0.4,-2.2,-3.1,1.2,7.2,-7.6,-0.2,-0.6,-9.8
Nc1nnc(-c2ccccc2)c(-c2ccccc2)n1,-0.9,4.7,13.2,-1.1,-19.8,2.1,-0.6,0.0,-11.3
CCCc1nnc(NC(=O)CCC(=O)N2CCN(S(=O)(=O)c3ccc(OC)cc3)CC2)s1,0.6,1.0,4.2,-1.0,2.6,-1.9,1.8,3.1,3.2
CCc1nnc(SCC(=O)Nc2ccc(C(C)=O)cc2)nc1CC,1.0,-1.7,-10.0,-1.9,-3.2,4.1,-0.8,-0.1,2.2
OCCC1CN(Cc2cccn2-c2ncccn2)CCN1Cc1ccccc1 (configuration not stated),0.6,0.7,1.2,-1.0,1.8,-4.3,-0.1,-1.7,-4.0
COc1cc(NC(=O)c2ccc3c(c2)OCCO3)ccc1NC(=O)c1ccco1,0.4,2.5,-5.0,-0.1,-9.4,-0.3,-1.7,nt,0.5
Cc1ccc(S(=O)(=O)N(C)CC(=O)NCCc2c[nH]c3ccccc23)cc1,-3.3,-4.1,3.4,-1.8,1.3,-2.7,0.3,-0.6,3.4
O=C(NNc1ccc(F)cc1F)c1c(F)cccc1Cl,-6.0,-3.4,-3.4,-3.3,-7.3,?,?,nt,-0.3
Cc1cc(Nc2ccc(F)c(Cl)c2)n2ncnc2n1,-0.7,-0.6,4.0,0.1,-3.1,-2.3,-0.4,3.3,-0.9
Cc1c([N+](=O)[O-])c(C(=O)NC2CCCC2)nn1C,nt,0.8,2.4,-1.6,3.3,8.6,2.5,-1.1,-9.9
O=C(Nc1cccc(C(F)(F)F)c1)c1c(O)c2ccccc2[nH]c1=O,1.7,-2.6,10.4,-2.1,nt,1.0,-0.8,-2.3,nt
Cc1ccc(F)cc1NC(=O)N1CCN(C2c3ccccc3-c3ccccc32)CC1,1.2,-0.7,1.1,-0.8,-7.0,?,?,nt,-1.0
CCOC(=O)c1c(C)[nH]c(=S)c(C#N)c1-c1ccc(OC)cc1,-2.3,0.2,4.4,-2.0,-10.6,-7.7,-0.3,1.4,5.1
CN(C)C(=O)c1snnc1-c1ccccc1,4.1,1.7,6.0,-2.3,1.5,-16.0,0.1,-0.5,-1.7
Cc1nc(S(=O)(=O)c2ccc(Cl)cc2)nc2c1CCC2,-0.2,0.4,-4.1,-0.8,14.1,5.8,0.1,nt,8.3
COc1ccc(C(CNC(=O)c2ccc(OCc3c(C)noc3C)cc2)N2CCCC2)cc1 (configuration not stated),-3.7,2.7,-1.5,0.6,10.3,6.9,-5.2,-1.4,-7.7
CCCc1ccc(C(O)c2ncc(-c3ccccc3C)[nH]2)cc1 (configuration not stated),nt,-0.2,5.4,-0.4,13.5,-11.7,-0.5,0.6,1.8
CCCCn1c(SCC2CCCCO2)nc2cc(S(N)(=O)=O)ccc21 (configuration not stated),2.5,-4.3,0.0,-17.0,-6.0,0.3,-0.3,nt,2.6
C/C(=N/N1CCN(c2ccccn2)CC1)c1cccc([N+](=O)[O-])c1,-1.3,0.8,1.8,-1.6,9.2,-10.1,-1.6,-2.7,-4.9
O=[N+]([O-])c1ccc(/C=N/Nc2nc(NCc3ccccc3)nc(N3CCOCC3)n2)cc1,-0.2,-0.8,12.5,-2.2,2.4,-2.4,-0.3,nt,2.4
Cc1ccc(C)c(N2C(=O)C3C4C=CC(CC4)C3C2=O)c1 (configuration not stated),0.6,-0.9,1.5,-2.2,7.0,?,2.5,1.6,4.0
Cc1nc2ccccc2cc1OCc1ccccc1,-0.8,4.5,2.9,-0.9,-4.7,-6.3,-2.1,0.8,8.6
CC(=O)NCCc1ccc(C(=O)COC(=O)C2CCCCC2)cc1,-0.1,-1.7,0.9,0.6,4.1,-3.8,-0.5,nt,2.2
O=S(=O)(NC1=NCCCCCC1)c1cccs1,-0.4,-0.2,2.5,-2.9,-0.3,-0.3,-0.4,-0.7,-2.2
CCNc1nc(OC)nc(Oc2ccc(=O)n(-c3ccccc3)n2)n1,0.8,-1.3,19.6,-1.7,1.4,10.8,1.2,1.0,-6.2
CS(=O)(=O)N(CC(=O)Nc1ccc(C(N)=O)cc1)C1CCCCC1,0.2,1.3,-6.4,-4.2,1.3,-1.2,0.9,2.1,4.2

Entries of single compounds, looked up by structure. Order of values: Mtb UGM inh, Mtb FBA inh, GDH-TPI inh, FadD28 FP inh, CCHF vOTU inh, BoNT F protease, BoNT A protease, Mtb BioA inh, PrPC surface inh
Results for `Cc1c([N+](=O)[O-])c(C(=O)NC2CCCC2)nn1C` = nt, 0.8, 2.4, -1.6, 3.3, 8.6, 2.5, -1.1, -9.9
Results for `O=S(=O)(NC1=NCCCCCC1)c1cccs1` = -0.4, -0.2, 2.5, -2.9, -0.3, -0.3, -0.4, -0.7, -2.2
Results for `CN(C(=O)c1cccc(NC(=O)Cc2cccc(NC(=O)C3CCN(C(=O)C4CCCCC4)CC3)c2)c1)C1CC1` = nt, 3.3, 1.8, -1.9, -1.4, 0.9, -0.2, -1.1, -4.0
Results for `CCn1c(=N)n(CC(O)c2ccccc2)c2ccccc21` (configuration not stated) = -0.4, -2.2, -3.1, 1.2, 7.2, -7.6, -0.2, -0.6, -9.8
